Screening results as filed in PubChem BioAssay.
Jurkat NFkB inh – inhibitors of the PMA/ionomycin-induced NF-kB reporter in Jurkat cells; PMA/ionomycin-induced NF-kB luciferase reporter, luminescence; inhibition, % at 4 µM; 0.53% of 330,000 active
Gli-Sufu block – antagonists of Gli-Sufu signaling; Sufu-KO-LIGHT fibroblasts, Gli luciferase reporter luminescence; inhibition, % at 5 µM; 0.74% of 340,000 active; AID 588413;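 active means inhibition above about 55%, limit read from the data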;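 further: 0% = DMSO-treated cells and 100% = wells with medium but no cells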
697 NFkB inh – inhibitors of the PMA/ionomycin-induced NF-kB reporter in 697 B cells. 697 B-cell NF-kB luciferase reporter, 16 h. inhibition, % at 4 µM. 0.33% of 330,000 active; in the data active means inhibition above about 35%
HKDC1 inhibitor – HKDC1 (human) hexokinase inhibition; Q2TB90; recombinant HKDC1, G6PDH/diaphorase resazurin coupled fluorescence; inhibition, % at 20 µM; 0.16% of 340,000 active;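 active means inhibition above about 35% when tested at 20 µM, limit read from the data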;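 further: plate controls were DMSO wells with enzyme for no effect and DMSO wells lacking enzyme for full effect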
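Assay system: in-house recombinant HK5 (HKDC1) enzyme. Input: HKDC1 at 5 µg/mL. Medium: Tris pH 8.0 buffer with MgCl2, Tween-20, BSA, BME. Dosing: single 20 µM dose. Schedule: 90 min reaction incubation at room temperature, dark. Signal: resazurin-to-resorufin fluorescence via G6PDH and diaphorase coupling, 525/613 nm. Controls: DMSO-enzyme wells negative, buffer-substituted wells positive.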
Apaf-1 inh – inhibitors of human Apaf-1 apoptosome | AID 489030 | O14727 | 0.71% of 330,000 active | reconstituted apoptosome caspase-3 activity, DEVD-Rh110 fluorescence | inhibition, % at 20 µM; active means inhibition of at least 40% at 20 µM;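 further: plate controls were DMSO wells for no effect and DEVD-CHO caspase inhibitor wells for full effect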
Target sequence (O14727 whole entry, looked up): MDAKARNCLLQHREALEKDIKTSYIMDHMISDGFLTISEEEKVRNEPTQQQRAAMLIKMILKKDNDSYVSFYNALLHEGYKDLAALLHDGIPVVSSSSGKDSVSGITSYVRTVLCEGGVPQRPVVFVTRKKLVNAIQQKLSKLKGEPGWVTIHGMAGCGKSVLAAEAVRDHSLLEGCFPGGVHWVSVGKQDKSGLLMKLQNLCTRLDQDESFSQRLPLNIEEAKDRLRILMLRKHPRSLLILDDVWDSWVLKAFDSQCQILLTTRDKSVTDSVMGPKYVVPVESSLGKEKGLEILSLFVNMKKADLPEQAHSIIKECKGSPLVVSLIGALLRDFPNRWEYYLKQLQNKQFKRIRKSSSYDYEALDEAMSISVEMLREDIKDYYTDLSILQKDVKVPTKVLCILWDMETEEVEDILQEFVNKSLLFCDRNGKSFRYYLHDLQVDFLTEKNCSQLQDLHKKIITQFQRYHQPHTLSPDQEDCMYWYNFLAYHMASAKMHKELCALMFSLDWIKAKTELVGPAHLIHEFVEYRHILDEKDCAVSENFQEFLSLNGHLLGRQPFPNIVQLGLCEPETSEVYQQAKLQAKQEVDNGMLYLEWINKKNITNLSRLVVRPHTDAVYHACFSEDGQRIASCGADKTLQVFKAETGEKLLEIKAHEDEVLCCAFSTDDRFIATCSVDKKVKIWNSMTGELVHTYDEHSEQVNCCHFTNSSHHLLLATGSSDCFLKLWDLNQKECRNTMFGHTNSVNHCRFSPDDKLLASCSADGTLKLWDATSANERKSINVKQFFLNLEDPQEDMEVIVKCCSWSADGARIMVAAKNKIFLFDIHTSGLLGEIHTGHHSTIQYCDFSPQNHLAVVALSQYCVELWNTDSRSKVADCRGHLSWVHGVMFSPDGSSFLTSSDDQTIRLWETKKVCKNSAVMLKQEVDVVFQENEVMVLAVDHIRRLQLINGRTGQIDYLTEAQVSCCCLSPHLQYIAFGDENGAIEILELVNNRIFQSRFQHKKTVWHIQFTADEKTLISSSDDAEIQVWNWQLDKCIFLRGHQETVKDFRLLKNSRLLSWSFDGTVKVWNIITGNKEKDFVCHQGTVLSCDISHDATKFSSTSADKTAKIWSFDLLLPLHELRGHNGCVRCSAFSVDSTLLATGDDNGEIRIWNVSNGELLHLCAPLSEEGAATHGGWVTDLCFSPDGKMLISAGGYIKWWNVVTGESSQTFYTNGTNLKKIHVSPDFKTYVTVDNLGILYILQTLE
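Assay system – apoptosome proteins · Medium – Hepes buffer, pH 7.5 · Also added – cytochrome c with DEVD-Rh110 · Timing – 30 min compound preincubation, 50 min activation, room temperature · Detection – Rh110 fluorescence, excitation 480 nm, emission 540 nm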
UBC13 inh – human UBC13 polyubiquitination inhibition. P61088. UBC13 polyubiquitin chain formation, TR-FRET. inhibition, % at 20 µM. 0.47% of 330,000 active. AID 485273; in the data active means inhibition above about 45%, passing the limit was not always enough; inconclusive means no clear call, values can overlap the other calls
SENP8 block – inhibitors of human SENP8 protease; purified SENP8, Z-RLRGG-aminoluciferin cleavage, luminescence; inhibition, % at 10 µM; 1.2% of 330,000 active
SENP7 block – inhibitors of human SENP7 protease. recombinant SENP7, Z-RLRGG-aminoluciferin luminescence, 40 min. Q9BQF6. AID 434973. inhibition, % at 5 µM. 1.5% of 330,000 active;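 active means inhibition above about 50% at the single test dose, limit read from the data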;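 further: plate controls were DMSO with enzyme for no effect and no enzyme buffer wells for full effect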
Active calls of the source: *; ? = inconclusive. Unless noted, no stated cut-off is given here; in the data, active means inhibition above about 50%; inactive means the rest.

structure	Jurkat NFkB inh	Gli-Sufu block	697 NFkB inh	HKDC1 inhibitor	Apaf-1 inh	UBC13 inh	SENP8 block	SENP7 block
COc1cc(C(c2c(C)[nH][nH]c2=O)c2c(C)[nH][nH]c2=O)cc(Cl)c1O	4	8	10	1	4	-17	-5	4
Cc1nc2nc(Cc3ccccc3)nn2c(C)c1Cl	8	-2	-7	-8	7	-12	-15	-12
COc1cc(C(=O)N=c2sc3ccccc3n2C)cc(OC)c1OC	-15	3	-38	-5	11	16	-14	2
O=C(CCC(=O)Nc1cccc([N+](=O)[O-])c1)N/N=C/c1cccs1	37	4	5	-1	-6	2	2	-4
CC(=O)c1sc(NC(=O)CN2C(=O)CCC2=O)nc1C	-8	2	16	-3	-6	-7	-5	-5
Cc1ccc(NS(=O)(=O)c2ccc(-c3cnc(C4CC4)o3)cc2)c(C)c1	54*	21	-28	2	15	5	-14	-6
COC(=O)c1ccc(NC(=O)CSc2nnc(COc3c(C)cccc3C)o2)cc1	-11	-10	-2	3	0	-18	-7	-6
Cc1cc(C(=O)N2CCCC2)n[nH]1	-4	-16	4	0	-1	-2	-1	3
CCCCCOc1ccc(NC(=O)C(=O)NCC2CCCN2CC)cc1 (centres undefined)	-17	15	0	-11	11	2	-7	-7
O=C(c1ccc2c(c1)OCO2)C1CCCN(Cc2ccccc2OC(F)F)C1 (centres undefined)	-5	18	6	-4	7	4	-5	0
CN(C(=O)CN1CCN(c2cnn(-c3ccccc3)c(=O)c2Cl)CC1)C1CCS(=O)(=O)C1 (centres undefined)	2	-1	14	-3	-3	-4	-4	2
CC(C)(C)C(=O)N1CCN(C(c2ccccc2)c2ccccc2)CC1	3	5	-3	-1	14	2	9	0
Cc1ccc(OCCn2ccc(=O)[nH]c2=O)cc1C	-1	0	18	-3	-7	7	-1	5
CCSc1cc(N2CCOCC2)nc(-c2ccccc2)n1	8	8	4	-17	5	12	5	-3
CCOC(=O)c1c(C)nc2sc3c(=O)n(-c4ccc(C(C)=O)cc4)nnc3c2c1-c1ccc(OC)cc1	23	6	-8	2	9	-6	-3	-6
CC(C)N(Cc1nccn1C)C(=O)c1cc(COc2ccc3ncccc3c2)on1	22	21	-20	-5	-7	1	5	5
CC1CC(=O)Nc2ccccc2N1C(=O)Nc1ccc(F)cc1 (centres undefined)	-9	10	-6	-1	3	3	-1	-7
CCc1ccc(C(=O)COC(=O)c2cnccn2)cc1	6	-6	14	-4	-5	6	-7	-6
C=C(Cl)COc1cc(C)cc2oc(=O)cc(CC)c12	8	5	28	5	13	1	-3	-1
Cc1nc(-c2ccc(F)cc2)c(CC(=O)Nc2ccc(C)c(S(=O)(=O)N3CCOCC3)c2)s1	-9	3	-13	3	5	-10	-7	-9

Later entries.
structure	Jurkat NFkB inh	Gli-Sufu block	697 NFkB inh	HKDC1 inhibitor	Apaf-1 inh	UBC13 inh	SENP8 block	SENP7 block
CNS(=O)(=O)c1cn(CC(=O)NCc2ccc(F)cc2)cc1S(=O)(=O)NC	2	3	4	1	0	4	4	-9
CC(C)OC(=O)CSc1nc2cc3c(cc2cc1C#N)OCO3	-148	-33	-45	3	2	?	4	8
O=C(Nc1ncccn1)c1ccc([N+](=O)[O-])o1	14	-4	4	-8	-1	-4	3	6
Cc1cc2c(c(=O)n1CCCn1ccnc1)C(c1ccco1)C(C#N)=C(N)O2 (centres undefined)	13	-26	11	6	-8	9	3	-2
Cc1nnc(-c2ccc(N3CCCCCC3)c([N+](=O)[O-])c2)o1	-20	-4	-17	1	5	-41	-5	-6
CCN(CC)CCCNC(=O)c1cc(-c2ccc(Cl)c(Cl)c2)on1	-12	12	-17	-5	0	11	7	-1
O=C(Nc1nccs1)c1ccc([N+](=O)[O-])cc1	-20	-20	2	-3	1	-2	-10	8
Cc1ccc(NC(=O)C(=O)c2c[nH]c3ccccc23)cc1	-215	-129	-330	-7	-7	0	47	70*
O=C(C1CCCN1S(=O)(=O)c1ccc(Cl)cc1)N1CCCCC1 (centres undefined)	8	-2	20	-2	-8	8	-2	1
O=C(c1cc(COc2ccc(F)c(F)c2)on1)N1CCN(C/C=C/c2ccccc2)CC1	-24	13	-12	-2	34	3	-5	2
O=C(O)c1ccn(Cn2cnc3ccccc32)n1	-13	2	-3	-4	-1	-6	-15	-1
Cc1ccc(NC(=O)c2ccc([N+](=O)[O-])o2)cc1S(=O)(=O)N1CCOCC1	9	14	-3	-10	6	-11	-3	8
COc1ccc(C2C(C(=O)N3CCCC3)CC(=O)N2c2ccc(OC)cc2)cc1 (centres undefined)	-1	6	19	3	2	3	2	8
O=C(c1ccco1)N1CCN(Cc2cccc(F)c2)CC1	18	-6	-4	3	6	3	2	5
Cc1ccc(-c2cc(C(=O)NC3CCN(Cc4ccccc4)CC3)c3ccccc3n2)cc1	6	11	0	-2	23	8	-6	13
COC(=O)c1ccc(NC(=O)CN(c2ccc(OC)cc2)S(C)(=O)=O)cc1	-29	-57	-52	-3	5	0	2	8
CNc1snc(C)c1C(=O)OCC(=O)Nc1ccc(C)cc1F	-3	11	-20	-3	13	8	-6	1
COc1ccc(-c2c[n+](CC(=O)OC3CC(C)CCC3C(C)C)c3n2CCC3)cc1 (centres undefined)	16	90*	6	-8	5	12	4	-2
O=C(CCN1C(=O)c2ccccc2C1=O)N1CCC(c2ccccc2)C1 (centres undefined)	4	-12	-8	-11	15	-17	2	-12
COc1ccc(-c2cccc([C@H]3[C@@H]4C=CCC[C@@]4(C)C(=O)N3Cc3ccccc3)c2)cc1	10	6	9	7	24	2	3	2

For reference, four of the compounds above.
structure	Jurkat NFkB inh	Gli-Sufu block	697 NFkB inh	HKDC1 inhibitor	Apaf-1 inh	UBC13 inh	SENP8 block	SENP7 block
COc1cc(C(c2c(C)[nH][nH]c2=O)c2c(C)[nH][nH]c2=O)cc(Cl)c1O	4	8	10	1	4	-17	-5	4
Cc1nc2nc(Cc3ccccc3)nn2c(C)c1Cl	8	-2	-7	-8	7	-12	-15	-12
COc1cc(C(=O)N=c2sc3ccccc3n2C)cc(OC)c1OC	-15	3	-38	-5	11	16	-14	2
O=C(CCC(=O)Nc1cccc([N+](=O)[O-])c1)N/N=C/c1cccs1	37	4	5	-1	-6	2	2	-4

Further structures
structure	Jurkat NFkB inh	Gli-Sufu block	697 NFkB inh	HKDC1 inhibitor	Apaf-1 inh	UBC13 inh	SENP8 block	SENP7 block
CCC(C)C(=O)Nc1nnc(SCC(=O)Nc2ccccc2F)s1 (centres undefined)	14	-9	5	-9	6	-2	-9	9
Cc1ccc(N2CCN(S(=O)(=O)c3ccc(-n4cnnn4)cc3)CC2)c(C)c1	14	-24	-10	-9	-5	-12	6	3
C=CCn1c(SCC(=O)Nc2cccc(C)c2)nnc1-c1cnccn1	5	-10	13	-6	-10	5	-3	-1
CC(C)c1ccc(CNC(=O)C2CCCN2S(=O)(=O)c2ccccc2)cc1 (centres undefined)	2	5	-23	-2	9	4	8	1
CN(C)/C=C/C(=O)c1ccccc1OCc1cnc(Cl)s1	8	7	-3	-5	7	-4	-8	-10
O=C(CCC(=O)N1CCSc2ccccc21)NCc1cccc(Br)c1	-1	4	2	-1	12	12	1	3
Cc1nc(CC(=O)N2CCN(c3cccc(C)c3C)CC2)cs1	3	7	-70	-1	17	-11	3	3
Cc1c(CC(=O)NCCC(C)C)c(=O)oc2cc3c(cc12)CCC(C)(C)O3	-16	7	-13	-2	17	4	-5	-4
CC1=C(C(=O)OC(C)C)C(c2ccc(N(C)C)cc2)C2=C(CC(C)(C)CC2=O)N1 (centres undefined)	0	-40	6	9	17	-14	-2	-3
COC(=O)c1c(O)c2ccccc2[nH]c1=O	-4	10	2	-5	13	-3	2	-6
CCSC1(SCC)N=C(N)C2(C#N)C(c3ccc(F)cc3)C12C#N (centres undefined)	-15	-11	14	-3	7	40	0	2
CC1(C)CC(=O)C(C=NCCN2CCN(CC(=O)Nc3ccc(Cl)cc3)CC2)=C(O)C1	-11	3	-5	-7	4	0	1	8
CCN(CC(=O)NCCc1ccc(Cl)cc1)Cc1nc2ccccc2c(=O)[nH]1	-8	-1	2	1	-12	8	6	-2
CCCn1nnc(NC(=O)c2cc(Br)ccc2OC)n1	-10	3	7	-6	0	-3	-15	-14
O=C(NCC1CCCO1)c1c(O)nc2sccn2c1=O (centres undefined)	10	-3	4	2	6	-11	-2	-4
O=C(c1cc(COc2ccccc2)on1)N1CCCC(OCc2cccnc2)C1 (centres undefined)	-6	-5	11	-2	6	1	4	1
COc1ccc(N(CC(=O)Nc2ccc(F)cc2F)S(=O)(=O)c2c(C)nn(C)c2C)cc1	1	-11	-8	-6	-1	-6	-9	8
Cc1oc2nc(SCC(=O)NCCCO)nc(N)c2c1C	4	8	15	-4	-2	10	5	4
Cc1ccc(C)c(N2CCN(C(=O)CCS(=O)(=O)c3cccc4nonc34)CC2)c1	-6	4	-53	5	21	-5	-2	6
COc1ccc(-c2noc3c2-c2nc(-c4c(F)cccc4F)sc2CC3)cc1	-8	-9	11	-1	4	12	-11	-9

The list goes on.
structure	Jurkat NFkB inh	Gli-Sufu block	697 NFkB inh	HKDC1 inhibitor	Apaf-1 inh	UBC13 inh	SENP8 block	SENP7 block
CCC(C)(C)NC(=O)CN(C(=O)CCC(=O)Nc1nccs1)c1cccc(C)c1C	-1	-13	5	1	1	8	-9	2
COc1ccccc1-n1cc(-c2ccc(Br)cc2)[nH]c1=S	-5	4	3	1	20	0	4	4
CC1(C)CC(=O)C2=C(C1)Oc1ncn(CCCn3ccnc3)c(=N)c1C2c1ccccc1 (centres undefined)	-25	13	-64	-7	-22	-3	-1	1
COc1ccccc1C=NC(CO)C(O)c1ccc([N+](=O)[O-])cc1 (centres undefined)	4	9	9	0	-5	6	-4	6
O=C(COC(=O)c1ccc(Cl)cc1O)NCCN1C(=O)CSC1=O	2	7	-2	-2	-3	14	2	5
O=c1[nH]c2ccc(S(=O)(=O)N3CCCCC3)cc2[nH]1	13	2	2	-14	-28	-1	1	0

Shown as a hit in SENP7 block (from the list above):
compound | Jurkat NFkB inh | 697 NFkB inh | HKDC1 inhibitor | UBC13 inh | SENP8 block | SENP7 block
Cc1ccc(NC(=O)C(=O)c2c[nH]c3ccccc23)cc1 | -215 | -330 | -7 | 0 | 47 | 70*
